Screening results: PubChem BioAssay, The Scripps Research Institute Molecular Screening Center
M1 PAM parental – nonselective activator or artifact in parental CHO-K1 calcium assay; 0.02% of 360,000 active; ATP EC20, Fluo-8 calcium fluorescence; 0% at ATP EC20, 100% at ATP max; activation, % at 3 µM;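 active = activation above the run cutoff, the mean activation of all test compounds plus 3 SD, cut at about 40% in these data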;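 note: peak over basal fluorescence ratio in a 140 s read after ATP addition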
CHRM4 agonist – CHRM4 agonism in calcium assay | P08173 | CHO-K1 hM4/Gqi5, Fluo-8 calcium fluorescence; vehicle 0%, full acetylcholine response 100% | activation, % at 3 µM | 0.14% of 360,000 active;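 active = activation above the run mean over all test wells plus 3 SD, cut at about 32% in these data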;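 note: peak over basal fluorescence ratio per well then scaled between controls; 0% = DMSO wells and 100% = acetylcholine at EC100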
Target sequence (P08173 whole entry, looked up): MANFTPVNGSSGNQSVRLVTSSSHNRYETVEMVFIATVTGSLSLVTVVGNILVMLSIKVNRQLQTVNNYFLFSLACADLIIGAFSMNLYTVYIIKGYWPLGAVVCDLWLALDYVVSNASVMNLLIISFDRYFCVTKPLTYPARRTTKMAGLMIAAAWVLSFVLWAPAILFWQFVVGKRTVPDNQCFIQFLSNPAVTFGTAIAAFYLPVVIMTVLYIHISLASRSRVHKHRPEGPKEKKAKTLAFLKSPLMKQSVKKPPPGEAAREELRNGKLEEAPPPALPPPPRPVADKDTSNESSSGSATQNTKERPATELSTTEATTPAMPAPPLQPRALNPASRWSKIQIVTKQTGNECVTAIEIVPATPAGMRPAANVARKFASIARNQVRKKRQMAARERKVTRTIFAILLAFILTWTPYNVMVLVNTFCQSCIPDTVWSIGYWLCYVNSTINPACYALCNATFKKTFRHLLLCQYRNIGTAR
M1 ag parental – nonselective activator or artifact in parental CHO-K1 cells; Fluo-8 calcium fluorescence; scaled to maximal ATP response, vehicle zero; activation, % at 3 µM; 0.48% of 360,000 active; in the data active = activation above about 15%;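 note: untransfected CHO-K1 host cells lacking M1 receptor as counterscreen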
CHO-K1 Ca antag – M1 antagonist counterscreen hit in parental CHO-K1 cells | ATP-induced calcium, Fluo-8 fluorescence | inhibition, % at 3 µM | 0.6% of 360,000 active | AID 602250;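 active = inhibition above a per-plate cutoff, the plate's mean sample inhibition plus 3 SD, cut at about 24% in these data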;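 note: 0% = DMSO plus EC80 ATP and 100% = DMSO alone without ATP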
CHRM5 agonist – CHRM5 agonism in calcium assay; CHO-K1 hM5 cells, Fluo-8 calcium fluorescence; 0% DMSO wells, 100% maximal acetylcholine response; activation, % at 3 µM; 0.19% of 360,000 active; AID 624037;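 active = activation above the run's mean over test compounds plus 3 SD, cut at about 23% in these data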;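 note: signal is peak over basal fluorescence ratio across the kinetic read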
Target sequence (P08912 whole entry, looked up): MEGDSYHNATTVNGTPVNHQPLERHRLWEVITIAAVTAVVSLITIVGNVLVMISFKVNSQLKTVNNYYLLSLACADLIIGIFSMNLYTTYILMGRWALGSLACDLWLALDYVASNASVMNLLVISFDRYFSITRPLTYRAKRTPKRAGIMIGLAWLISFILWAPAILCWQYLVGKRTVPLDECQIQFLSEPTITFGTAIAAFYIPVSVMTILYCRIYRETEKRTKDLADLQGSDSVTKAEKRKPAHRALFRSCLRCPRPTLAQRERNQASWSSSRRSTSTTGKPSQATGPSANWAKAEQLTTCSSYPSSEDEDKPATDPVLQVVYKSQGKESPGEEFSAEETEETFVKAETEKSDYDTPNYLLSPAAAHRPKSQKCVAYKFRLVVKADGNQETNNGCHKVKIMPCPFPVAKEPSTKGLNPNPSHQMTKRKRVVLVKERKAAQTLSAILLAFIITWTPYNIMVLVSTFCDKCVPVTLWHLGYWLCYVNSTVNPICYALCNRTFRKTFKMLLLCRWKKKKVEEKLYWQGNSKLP
CHRM4 PAM – positive allosteric modulators of human muscarinic M4 receptor. CHO-K1 hM4/Gqi5, Fluo-8 calcium fluorescence, ACh EC20; 0% = ACh EC20, 100% = maximal ACh. activation, % at 3 µM. 0.4% of 360,000 active;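 active = activation above its plate's cutoff, the mean activation of sample wells plus 3 SD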; note: some results filed as inactive read as strong as hits
M5 antag – CHRM5 antagonism in calcium assay. AID 624040. CHO-hM5 cells, Fluo-8 calcium fluorescence, ACh EC80. 0.59% of 360,000 active. inhibition, % at 3 µM;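 active = inhibition above a per-plate cutoff, the mean of that plate's test compounds plus 3 SD, cut at about 27% in these data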;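 note: 0% = acetylcholine EC80 with DMSO and 100% = DMSO without agonist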
M4 antag – CHRM4 antagonism in calcium assay | P08173 | CHO-hM4 cells, ACh EC80, Fluo-8 calcium fluorescence | inhibition, % at 3 µM | 0.73% of 360,000 active;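 active = inhibition above its plate's cutoff, the mean inhibition of sample wells plus 3 SD, cut at about 27% in these data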;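 note: 0% = acetylcholine EC80 with DMSO and 100% = DMSO without agonist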
M5 PAM – potentiates acetylcholine response at human M5 receptor | P08912 | CHO-K1 hM5, Fluo-8 calcium, ACh EC20 PAM; 0% = ACh EC20, 100% = ACh EC100 | activation, % at 3 µM | 0.3% of 360,000 active | AID 624038;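 active = activation above the run cutoff, the mean activation of all test compounds plus 3 SD, cut at about 18% in these data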
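system = human M5 receptor in CHO-K1 cells | compound = one concentration, 3 µM final (nominal) | schedule = Post-acetylcholine fluorescence recording 140 s | signal = Fluo-8 calcium dye fluorescence, kinetic read | benchmarks = low control EC20 acetylcholine (0%), high control EC100 acetylcholine (100%) | repeats = singlicate, one well per test compound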
Starred values were filed as active, the others as inactive; x = no result given.

Start of the listing, in advance, twelve compounds:
structure	M1 PAM parental	CHRM4 agonist	M1 ag parental	CHO-K1 Ca antag	CHRM5 agonist	CHRM4 PAM	M5 antag	M4 antag	M5 PAM
COCCN1CC(C(=O)NCCc2nc(C)c(C)s2)CCC1=O (centres undefined)	9	0	-0.2	-8	-3	10	8	-9	-3
CC1CCCN(C(=O)CCS(=O)(=O)Cc2ccccc2)C1 (centres undefined)	18	1	-0.1	-10	2	4	-4	3	10
CN(C)C(=O)c1cccc(-c2cccc(-c3nc(C(=O)NCc4ccccc4)cc4c3[C@H](CCO)N(S(=O)C(C)(C)C)C4)c2)c1 (some centres undefined)	1	0	0.1	12	2	-6	2	-3	-4
CCN(C(=O)CN1C(=O)S/C(=C\c2ccc(Cl)cc2)C1=O)C1CCS(=O)(=O)C1 (centres undefined)	2	0	-0.5	2	-3	1	9	13	-5
Cc1cccc(-n2ncc3c(N)ncnc32)c1	-8	1	-0.4	7	-4	2	4	-5	-2
O=S(=O)(Nc1cc(Cl)cc(Cl)c1)N1CCOCC1	8	2	1.8	-12	-2	2	-3	4	-1
COC(=O)CN1C(=O)C(O)(CC(=O)c2ccc(C)o2)c2ccccc21 (centres undefined)	16	0	-0.5	-5	0	6	-4	15	-1
CCOc1ccccc1NC(=O)Cn1nnc(C(=O)NCCc2ccc(OCC)c(OCC)c2)c1N	-8	0	0.6	2	-2	3	-3	1	4
O=C(c1ccccc1Sc1cccc2ccccc12)N1CCOCC1	13	2	0.6	-15	-3	5	-10	-8	8
CCOc1cnc(-c2ccc(OC)cc2)o1	8	-1	-1.0	-14	-3	-6	-5	1	1
O=C(O)c1cc(N/N=C/c2c[nH]c3ccccc23)ccc1Cl	7	3	0.7	-12	0	-5	14	6	1
Cc1ccc(NC(=O)CCCOc2ccccc2)cc1S(=O)(=O)N1CCOCC1	1	9	2.8	-8	-1	0	10	5	-6

Results, previewed entries included:
structure	M1 PAM parental	CHRM4 agonist	M1 ag parental	CHO-K1 Ca antag	CHRM5 agonist	CHRM4 PAM	M5 antag	M4 antag	M5 PAM
COCCN1CC(C(=O)NCCc2nc(C)c(C)s2)CCC1=O (centres undefined)	9	0	-0.2	-8	-3	10	8	-9	-3
CC1CCCN(C(=O)CCS(=O)(=O)Cc2ccccc2)C1 (centres undefined)	18	1	-0.1	-10	2	4	-4	3	10
CN(C)C(=O)c1cccc(-c2cccc(-c3nc(C(=O)NCc4ccccc4)cc4c3[C@H](CCO)N(S(=O)C(C)(C)C)C4)c2)c1 (some centres undefined)	1	0	0.1	12	2	-6	2	-3	-4
CCN(C(=O)CN1C(=O)S/C(=C\c2ccc(Cl)cc2)C1=O)C1CCS(=O)(=O)C1 (centres undefined)	2	0	-0.5	2	-3	1	9	13	-5
Cc1cccc(-n2ncc3c(N)ncnc32)c1	-8	1	-0.4	7	-4	2	4	-5	-2
O=S(=O)(Nc1cc(Cl)cc(Cl)c1)N1CCOCC1	8	2	1.8	-12	-2	2	-3	4	-1
COC(=O)CN1C(=O)C(O)(CC(=O)c2ccc(C)o2)c2ccccc21 (centres undefined)	16	0	-0.5	-5	0	6	-4	15	-1
CCOc1ccccc1NC(=O)Cn1nnc(C(=O)NCCc2ccc(OCC)c(OCC)c2)c1N	-8	0	0.6	2	-2	3	-3	1	4
O=C(c1ccccc1Sc1cccc2ccccc12)N1CCOCC1	13	2	0.6	-15	-3	5	-10	-8	8
CCOc1cnc(-c2ccc(OC)cc2)o1	8	-1	-1.0	-14	-3	-6	-5	1	1

structure	M1 PAM parental	CHRM4 agonist	M1 ag parental	CHO-K1 Ca antag	CHRM5 agonist	CHRM4 PAM	M5 antag	M4 antag	M5 PAM
O=C(O)c1cc(N/N=C/c2c[nH]c3ccccc23)ccc1Cl	7	3	0.7	-12	0	-5	14	6	1
Cc1ccc(NC(=O)CCCOc2ccccc2)cc1S(=O)(=O)N1CCOCC1	1	9	2.8	-8	-1	0	10	5	-6
Cc1cc(Br)c2[nH]c3c(c2c1)CCCC3=O	13	-3	-0.2	-12	-8	3	-2	-3	4
O=S(=O)(c1ccc2ccccc2c1)N1CCN(S(=O)(=O)N2CCCCC2)CC1	2	0	-0.1	-8	-2	-1	9	-11	0
Nc1ccc2oc(C3CCCCC3)nc2c1	24	1	1.2	-23	4	-2	3	9	8
COc1ccccc1C(c1nnnn1Cc1ccco1)N1CCN(c2cccc(C)c2C)CC1 (centres undefined)	0	-1	-0.3	5	-1	-3	0	-8	-2
COC(=O)CC(C(=O)Nc1cc(C(=O)OC)cc(C(=O)OC)c1)N1CCN(C)CC1 (centres undefined)	-5	1	0.2	-5	2	24	-2	1	1
COc1ccc(OCc2nn3c(-c4cccc(OC)c4)nnc3s2)cc1	20	2	0.1	-11	-2	21*	-5	-13	4
C#CCN(C[C@H]1[C@H](OC(=O)NCc2ccccc2)[C@H](OC(=O)NCc2ccccc2)C[C@H]2C(=O)N(c3ccccc3)C(=O)[C@@H]12)S(=O)(=O)c1ccc(C)cc1	-8	21	0.3	4	1	1	-1	-5	-6
CC1CCN(S(=O)(=O)c2ccc3c(c2)CCN3C(=O)C2CCC2)CC1	4	1	0.5	-4	-5	-4	13	5	-4

structure	M1 PAM parental	CHRM4 agonist	M1 ag parental	CHO-K1 Ca antag	CHRM5 agonist	CHRM4 PAM	M5 antag	M4 antag	M5 PAM
Cc1ccc(/C=C/C(=O)NCc2cccs2)o1	7	0	-0.2	-15	-3	0	11	-13	2
CN(C)CCCN(Cc1ccccc1)C(=S)Nc1ccc(SC(F)F)cc1	19	9	5.6	-12	-12	-19	18	7	-29
CCOc1ccc(NC(=O)CSc2nnc(C3CC3)n2N)cc1	1	-1	-0.3	-5	2	-7	2	1	3
CCC(C)NCCOCCOc1ccc(Cl)c2ccccc12 (centres undefined)	14	15	8.3	-10	-10	0	11	12	-2
COc1cccc(CCNC(=O)c2cc(COc3cccc(OC)c3)on2)c1	6	4	1.8	-14	-1	4	0	-6	-5
O=S(=O)(c1ccc(N=C2NN=C(c3cc(F)ccc3F)CS2)cc1)N1CCOCC1	19	1	-0.6	-11	1	1	2	2	5
COc1cc(C2C(C(=O)OC(C)C)=C(C)Nc3ncnn32)cc(OC)c1OC (centres undefined)	20	1	0.6	-3	1	-2	2	-8	-2
CN(C)c1cccc(CNC(=O)c2ccc3nc([C@H]4C[C@H](O)[C@@H](CO)O4)[nH]c3c2)c1	20	1	0.9	-4	1	6	-4	-7	5
Cc1ccc2nc(N3CCN(C(=O)c4cccs4)CC3)c(C#N)cc2c1	17	5	2.7	-2	-5	-8	1	-2	-1
O=C(O)c1ccc2c(c1)C(=O)N(c1cc(C(=O)O)ccc1Br)C2=O	0	-1	0.0	-3	0	0	-5	11	-1

structure	M1 PAM parental	CHRM4 agonist	M1 ag parental	CHO-K1 Ca antag	CHRM5 agonist	CHRM4 PAM	M5 antag	M4 antag	M5 PAM
OC(CN1CCCCCC1)CN(c1ccccc1)c1ccccc1 (centres undefined)	13	5	2.0	4	-23	-11	17	13	-18
O=C(CSc1nc(-c2ccc(F)cc2)cc(C(F)(F)F)n1)NCc1cccs1	-13	1	0.0	14	-1	-4	7	5	-7
Cc1nn(C)c(C)c1S(=O)(=O)N(CC(=O)NCCCN1CC(C)CC(C)C1)c1ccc(C(C)C)cc1 (centres undefined)	15	0	0.3	-18	-10	-15	15	10	-7
O=C(Nc1ccc(C(=O)O)cc1)/C(=C\c1ccc2c(c1)OCO2)NC(=O)c1ccco1	18	0	-0.3	-13	-2	-2	7	9	3
Cc1oc(-c2ccccc2F)nc1CN1CCC(C(=O)NC2CCCc3ccccc32)CC1 (centres undefined)	5	5	1.7	-1	1	-2	6	4	-7
O=C(NCCc1cccs1)c1cccs1	18	1	1.3	-18	-3	5	11	-12	0
O=[N+]([O-])c1ccc(/C=N/Nc2ccccn2)cc1	12	1	-0.7	-6	1	3	2	-1	7
O=C(Nc1ncccc1Cl)c1cc2ccccc2o1	18	3	8.3	-3	-1	6	-6	-2	1
COc1ccc(-c2cc(C(F)(F)F)nc(N3CCN(c4ccc(F)cc4)CC3)n2)cc1OC	8	1	0.3	-1	-4	0	0	-6	-1
CCOc1ccc(S(=O)(=O)/N=C(/c2ccccc2)N(C)C)cc1	20	0	0.4	-17	1	-2	9	-1	0

structure	M1 PAM parental	CHRM4 agonist	M1 ag parental	CHO-K1 Ca antag	CHRM5 agonist	CHRM4 PAM	M5 antag	M4 antag	M5 PAM
COc1ccc(NC(=O)CN(C)CC(=O)Nc2cccc(S(=O)(=O)N(C)c3ccccc3)c2)cc1	2	10	4.1	-13	2	-9	5	3	-8
O=C(NCc1ccccc1)C(CCc1ccccc1)n1c(=O)c(-c2ccccc2)nc2ccccc21 (centres undefined)	x	4	x	x	1	4	-15	5	20*
CCOc1ccccc1N1CCN(c2nc3ccccc3nc2C(C#N)C(=O)OC)CC1 (centres undefined)	9	1	0.9	-2	-3	3	-3	-10	-3
C=CCSc1nnc(-c2c[nH]c3ccccc23)n1CC	-8	2	0.3	3	1	3	3	-11	-6
O=[N+]([O-])c1ccc(N/N=C\c2cccnc2)nc1	5	0	0.1	-12	-2	-10	2	2	0
O=C(CN1C(=O)c2cccc3cccc1c23)NCc1ccc2c(c1)OCO2	4	6	2.1	4	2	3	7	1	-2
Cn1cccc1C(=O)NNC(=O)COc1ccccc1F	9	1	0.8	-14	-2	4	-1	1	2
CC(Sc1nccn1C)C(=O)c1ccc(Br)cc1 (centres undefined)	-3	0	0.0	-9	-3	-8	5	-3	6
CCCCn1c(NCc2ccccc2NS(=O)(=O)c2ccc(C)cc2)nc2ccccc21	-7	0	-0.5	18	-2	12	2	-1	0
CCNC(=O)CC1C(=O)N(c2ccc(F)cc2)C(=S)N1CCc1ccncc1 (centres undefined)	8	0	0.8	-11	-2	-5	12	4	3

structure	M1 PAM parental	CHRM4 agonist	M1 ag parental	CHO-K1 Ca antag	CHRM5 agonist	CHRM4 PAM	M5 antag	M4 antag	M5 PAM
Cn1nnnc1Sc1ncnc2scc(-c3cccc(Br)c3)c12	-3	1	0.0	-11	-2	1	4	-1	7
N#Cc1nc(-c2ccccc2Cl)oc1N1CCN(C(=O)c2ccco2)CC1	-8	0	0.6	3	0	7	-19	-7	23*
COc1cc(N)c(Cl)cc1C(=O)OCC(=O)NC(=O)NCc1ccco1	-16	3	0.0	13	3	1	-1	-4	2
FC(F)(F)c1ccc(N=Cc2sc(N3CCOCC3)nc2-c2ccccc2)cc1	14	1	-0.4	-6	-4	5	6	-10	1
CC1(c2ccccc2)NC(=O)N(CC(=O)N2CCc3ccccc32)C1=O (centres undefined)	11	4	2.2	-3	4	0	-9	-19	2
O=C(/C=C/c1ccc([N+](=O)[O-])cc1)NCc1cccnc1	7	0	0.6	-9	-1	15	1	5	7
O=C(CCC(=O)c1ccc(F)cc1)Nc1cccc(C(F)(F)F)c1	3	1	0.1	2	-3	3	-4	-9	0
Cc1ccccc1OCC(=O)Nc1cccc(N(C)S(C)(=O)=O)c1	14	7	2.9	-21	3	6	4	-2	-1
COC(=O)CSc1nnc(C)n1-c1cccc(C#N)c1	2	2	0.2	-15	2	2	-6	5	4
CC1CCCc2sc3nc(NCc4ccco4)n4ncnc4c3c21 (centres undefined)	6	1	0.3	-4	-2	5	-4	-2	-2
CC(C)OCC(O)CS(=O)(=O)Cc1ccccc1 (centres undefined)	9	-1	0.0	-6	-2	6	2	-10	-1

No enrichment for hits (roughly 2.7% active in at least one column).
